# APJ antagonist = antagonists of human apelin receptor APJ, primary screen, CHO-K1 cells, beta-arrestin complementation, luminescence. AID 2521, 2010. P35414. inhibition, % at 20 µM. 0.32% of 330,000 active;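 active means inhibition above about 40% at 20 µM, limit read from the data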;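 further: cells challenged with 10 nM apelin-13 agonist together with compound; plate controls were apelin-13 plus DMSO wells for no effect and DMSO wells lacking apelin-13 for full effect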
# ATG4B inhibitor = ATG4B protease inhibitors, primary screen, biochemical, fluorescence, uHTS; Cysteine protease ATG4B (Homo sapiens), Q9Y4P1; ATG4B cleavage of LC3-PLA2, NBD-HPC fluorescence, 1 h; inhibition, % at 8.33 µM; 0.51% of 340,000 active; AID 504462, 2011; in the data active means inhibition above about 40%
# Target sequence (Q9Y4P1 whole entry, looked up): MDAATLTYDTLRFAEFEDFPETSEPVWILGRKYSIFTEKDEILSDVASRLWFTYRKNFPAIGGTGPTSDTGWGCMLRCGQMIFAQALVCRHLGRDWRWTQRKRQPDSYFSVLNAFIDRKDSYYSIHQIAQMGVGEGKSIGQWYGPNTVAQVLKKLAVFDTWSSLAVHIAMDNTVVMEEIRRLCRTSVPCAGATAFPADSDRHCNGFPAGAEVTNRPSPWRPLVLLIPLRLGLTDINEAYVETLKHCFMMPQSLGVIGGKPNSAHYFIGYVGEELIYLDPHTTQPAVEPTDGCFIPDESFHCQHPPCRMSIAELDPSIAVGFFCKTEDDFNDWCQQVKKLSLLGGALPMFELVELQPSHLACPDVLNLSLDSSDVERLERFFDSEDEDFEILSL
# Gli-Sufu block = Gli-Sufu pathway antagonists, primary screen, luciferase luminescence, Sufu-KO-LIGHT cells, uHTS; Sufu-KO-LIGHT fibroblasts, Gli luciferase reporter luminescence; inhibition, % at 5 µM; 0.74% of 340,000 active;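 active means inhibition above about 55%, limit read from the data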;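 further: 0% = DMSO-treated cells and 100% = wells with medium but no cells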
# CXCR6 inh = CXCR6 receptor inhibitors, primary screen, cell-based, beta-arrestin, luminescence, CHO-K1 PathHunter, 1536-well; C-X-C chemokine receptor type 6 (Homo sapiens), O00574; inhibition, % at 20 µM; 0.36% of 360,000 active; AID 602244, 2012; in the data active means inhibition above about 34%, passing the limit was not always enough;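 further: antagonist mode with CXCL16 agonist at 10 nM final; 0% = 10 nM CXCL16 with DMSO and 100% = unstimulated wells without agonist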
# CCR6 antagonist = CCR6 receptor antagonists, primary screen, cell-based, CHO-K1, luminescence, beta-arrestin, uHTS | CHO-K1 CCR6 PathHunter beta-arrestin, CCL20-stimulated | 0.49% of 340,000 active | C-C chemokine receptor type 6 (Homo sapiens), P51684 | inhibition, % at 20 µM | AID 493098, 2011;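 active means compounds whose inhibition of the agonist-driven luminescence signal at 20 µM reaches about 50%, limit read from the data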;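 further: cells stimulated with CCL20 at 14 nM final; plate controls were DMSO with CCL20 for no effect and DMSO without agonist for full effect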
# Target sequence (P51684 whole entry, looked up): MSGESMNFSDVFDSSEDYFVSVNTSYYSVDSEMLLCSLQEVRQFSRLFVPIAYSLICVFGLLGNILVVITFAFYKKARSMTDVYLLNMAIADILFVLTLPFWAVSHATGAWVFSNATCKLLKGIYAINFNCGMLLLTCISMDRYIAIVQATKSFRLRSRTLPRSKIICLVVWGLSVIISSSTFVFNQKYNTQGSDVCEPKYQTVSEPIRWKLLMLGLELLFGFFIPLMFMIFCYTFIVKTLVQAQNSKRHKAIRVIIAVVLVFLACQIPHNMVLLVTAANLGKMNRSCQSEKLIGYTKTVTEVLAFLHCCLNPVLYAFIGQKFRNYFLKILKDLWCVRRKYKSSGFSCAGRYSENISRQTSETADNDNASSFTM
# APJ ag = agonists of human apelin receptor APJ, primary screen, CHO-K1 cells, PathHunter beta-arrestin, luminescence. AID 2520, 2010. 0% DMSO wells, 100% apelin. 0.11% of 330,000 active. activation, % at 20 µM. P35414;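 active means activation more than six SD over the plate average, tested at 20 µM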;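 further: 0% = DMSO alone and 100% = apelin-13 at 10 nM; some results filed as inactive read as strong as hits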
#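 system = engineered CHO-K1 APJ arrestin reporter cells | input = 1000 cells per well | timing = overnight seeding, 90 min compound at 25 °C, 1 h detection | measured by = enzyme-fragment complementation luminescence | read-out = beta-arrestin recruitment to APJ as agonist activity, luminescent signal | control set = negative DMSO alone, positive Apelin-13 at 10 nM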
# EBI2 block = EBI2 receptor antagonists, beta-arrestin recruitment, primary screen, cell-based, luminescence, 7a,25-OHC stimulation, uHTS. G-protein coupled receptor 183 (Homo sapiens), P32249. 7a,25-OHC stimulated. inhibition, % at 5 µM. 0.81% of 360,000 active. AID 651636, 2012; in the data active means inhibition above about 38%;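 further: enzyme fragment complementation signal reports receptor beta-arrestin coupling in cells; 0% = agonist plus DMSO wells and 100% = wells without agonist; some results beyond the cut were filed as inactive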
# Target sequence (P32249 whole entry, looked up, the tested form may be a part): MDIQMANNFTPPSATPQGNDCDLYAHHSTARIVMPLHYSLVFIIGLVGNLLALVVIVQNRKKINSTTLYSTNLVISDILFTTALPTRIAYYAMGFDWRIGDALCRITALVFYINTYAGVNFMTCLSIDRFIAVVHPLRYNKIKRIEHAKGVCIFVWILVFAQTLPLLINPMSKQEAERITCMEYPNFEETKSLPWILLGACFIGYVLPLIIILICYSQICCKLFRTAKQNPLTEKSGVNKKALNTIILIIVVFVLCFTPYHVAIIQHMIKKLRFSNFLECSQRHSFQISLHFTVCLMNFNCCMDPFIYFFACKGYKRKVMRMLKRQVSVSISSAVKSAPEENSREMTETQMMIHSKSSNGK
# UBC13 inh = UBC13 polyubiquitin chain formation inhibitors, primary screen, biochemical, TR-FRET, uHTS; AID 485273, 2010; 0.47% of 330,000 active; inhibition, % at 20 µM; Ubiquitin-conjugating enzyme E2 N (Homo sapiens), P61088; in the data active means inhibition above about 45%, passing the limit was not always enough
# Active calls of the source: *; nt = no result given.
No.	mol	APJ antagonist	ATG4B inhibitor	Gli-Sufu block	CXCR6 inh	CCR6 antagonist	APJ ag	EBI2 block	UBC13 inh
1	Cn1nc(C(=O)NC2CCCc3ccccc32)ccc1=O (stereo unspecified)	-10.2	4.7	-13.1	-5.2	14.1	-0.2	-1.1	-0.1
2	COCCCNC(c1ccccc1)c1ccncc1 (stereo unspecified)	14.9	-8.7	-1.8	-3.2	-7.1	-4.8	-10.6	-4.4
3	CCN1C(=O)N(CC)C2C1N(CO)C(=O)N2CO (stereo unspecified)	5.6	-6.0	2.2	-8.9	-20.4	-2.1	-14.0	0.2
4	CC(C)CCNC(=O)C12CN(Cc3ccccc3)CC1C(c1cccc([N+](=O)[O-])c1)=NO2 (stereo unspecified)	22.4	-1.2	2.9	15.7	10.0	-2.4	-1.1	3.1
5	COc1ccc(CCN2CC(C(=O)NCc3ccccc3)CCC2=O)cc1 (stereo unspecified)	19.9	-2.1	2.5	-1.0	-1.9	-3.5	13.6	-1.4
6	COC(=O)c1ccccc1NC(=O)CN(c1c(C)cccc1C)S(C)(=O)=O	-1.6	-4.3	6.1	-5.0	21.7	-2.5	3.6	-0.3
7	Cc1ccccc1Oc1nc2ccccc2n2cnnc12	14.0	5.7	4.0	5.7	-6.1	-1.2	-11.6	-5.3
8	CCN(CC)CCOC(=O)c1ccc(NC(=O)CCCN2C(=O)/C(=C\c3cccs3)SC2=S)cc1	4.3	-3.0	33.4	18.1	22.1	1.0	8.5	13.4
9	C=CCN(C(=O)CSc1nc2c(sc3ccccc32)c(=O)n1CCN(CC)CC)c1ccccc1	2.5	25.2	14.3	-2.1	5.7	-1.3	-8.8	15.3
10	CCC(=O)Nc1ccc(C(=O)NNC(=O)c2ccccc2)cc1	8.4	2.0	-0.3	-3.8	3.8	-0.6	-4.2	-4.6
11	Cc1cc(OCc2nc(-c3ccncc3)no2)cc(C)c1Cl	0.8	-6.8	3.6	11.5	14.8	-0.5	0.2	0.8
12	CCN(CC)c1ccc(NS(=O)(=O)c2ccc3c(c2)oc(=O)n3C)c(C)c1	-7.4	-8.7	5.0	-8.0	-9.1	11.3	-10.7	-5.8
13	Nc1ccc2nc(SCc3ccccc3F)sc2c1	0.4	16.0	-59.9	-7.2	-4.4	1.3	3.7	-4.8
14	COc1ccc(/C=C(\NC(=O)c2cccs2)C(=O)Nc2ccccc2C)cc1OC	1.3	-10.3	6.5	-0.8	-7.0	-2.0	-4.5	0.2
15	Cn1c(CC(=O)Nc2ccccc2F)nnc1SCC(=O)NC1CCCCC1	3.5	-2.4	-13.2	4.1	-2.1	-3.7	-7.7	-0.3
16	COc1cc(CCCN2C(=O)C(=O)NC[C@@H]2CC2CCCCC2)cc(OC)c1OC	2.2	6.6	2.5	6.0	5.2	5.3	-2.3	-4.3
17	COc1ccc(C2C(C(=O)c3sc(C)nc3C)=C(O)C(=O)N2CCCn2ccnc2)cc1OC (stereo unspecified)	11.5	-3.5	3.8	-6.9	-14.3	-0.6	0.8	-16.7
18	COc1cc(/C=N/NC(=O)c2[nH]nc3c2CCc2ccccc2-3)ccc1O	-0.2	-21.1	-2.3	0.6	-2.4	-2.2	7.5	22.0
19	CCOC(=O)c1c(C)[nH]c(C=O)c1Cc1cccc(Cl)c1	3.4	-4.6	6.9	-6.3	7.2	-3.2	2.3	15.6
20	COCc1cc(C)nc(SCC(=O)Nc2ccc3c(c2)OCCO3)c1C#N	8.9	1.1	-30.9	-2.8	14.3	0.9	8.9	-0.6
21	O=C(NC(=S)Nc1ccc(N2CCN(C(=O)c3ccccc3)CC2)cc1)c1cccs1	14.1	0.8	15.7	17.9	12.4	-0.4	37.1	48.5*
22	Cc1ccc(C(c2c(C)[nH][nH]c2=O)c2c(C)[nH][nH]c2=O)cc1	5.1	2.1	4.6	-4.6	5.3	1.1	-5.2	-13.6
23	C=CCSC(=C(C#N)C#N)c1cc2c([nH]1)CCCC2	25.0	5.2	14.5	23.9	33.4	-2.7	9.7	0.0
24	COc1ccc(C(=O)c2ccc([N+](=O)[O-])cc2)c(OC)c1OC	nt	-9.3	5.1	-18.3	0.4	nt	-4.5	nt
25	Clc1cccc(CNc2nnnn2-c2ccccc2)c1	12.8	-3.5	-9.0	-6.6	16.1	-0.3	5.6	12.6
26	COCC(C)NC(C(=O)Nc1cccc(C(C)=O)c1)c1ccccc1 (stereo unspecified)	9.5	0.8	5.4	-5.9	13.4	-0.9	-2.3	-4.0
27	CC(C)(C)NC(=S)NNC(=O)[C@H]1C[C@@H]1c1ccccc1	14.0	-0.7	-20.5	0.1	15.4	-0.4	-1.9	0.8
28	Cc1cccc(CCNC(=O)c2cccc(NC3=NC4CS(=O)(=O)CC4S3)c2)c1 (stereo unspecified)	7.1	-5.3	2.0	-5.6	6.2	-2.0	-0.8	4.6
29	COc1ccc(CCN2C(=O)CC(Nc3ccc(N4CCOCC4)cc3)C2=O)cc1OC (stereo unspecified)	-9.2	-2.3	4.0	5.2	-8.0	2.1	6.1	-12.0
30	COc1ccc(N2C(=O)CC(N3CCN(C(=O)c4ccco4)CC3)C2=O)cc1 (stereo unspecified)	4.3	-1.2	-0.5	8.0	5.2	-2.6	1.0	-10.8
31	COc1ccccc1Oc1ccc(N/C=C/C(=O)c2ccc(C)o2)cc1	10.2	9.7	-46.2	-5.1	30.2	-4.5	14.9	-13.1
32	CCC1=Nc2cc(C(=O)NCCCOC(C)C)ccc2Sc2ccccc21	-3.0	-9.2	1.0	0.9	7.4	0.5	10.6	-5.3
33	COc1ccc(-c2cc3ccc(OC)cc3cn2)cc1	7.1	-9.1	-68.6	5.8	-6.2	-3.2	16.6	2.4
34	O=C(CN1C(=O)/C(=C/c2ccc(F)cc2)SC1=S)NC1C=CS(=O)(=O)C1 (stereo unspecified)	-10.7	3.9	1.9	3.3	2.8	7.8	11.1	-14.8
35	CCOC(=O)c1cc(S(=O)(=O)Nc2ccc(OC)cc2OC)cn1C	13.9	-2.3	14.6	-9.4	10.5	2.5	-2.2	-6.1
36	O=C(Nc1nnc(-c2ccccc2)o1)c1cc(-c2cccs2)nc2ccccc12	11.8	-3.0	5.3	11.3	20.2	-0.1	-7.0	-31.4
37	CCOc1ccc(S(=O)(=O)N2CCCCC2)cc1NC(=O)CN1C(=O)NC(C)(C2CC2)C1=O (stereo unspecified)	-5.1	-1.9	7.6	-1.5	8.6	0.2	1.2	6.2
38	CCOc1ccc(S(=O)(=O)/N=C(/c2ccccc2)N(C)C)cc1	-19.1	7.3	-10.9	-1.6	13.9	-1.6	-15.0	3.1
39	O=C(/C=N/O)NCCCN1CCOCC1	-7.0	-4.8	-6.3	-0.3	4.8	2.5	-4.1	8.4
40	C1CCN(C2CCN(c3nc4nonc4nc3N3CCSCC3)CC2)C1	7.9	-3.2	8.8	-1.5	-7.0	-4.1	2.3	-3.7
41	COc1ccc(OC)c(NC(=O)c2ccc(CSc3ncccn3)cc2)c1	-4.1	-6.1	-12.6	2.6	14.0	-1.8	3.1	-4.5
42	C/C=C/C(=O)OCC(=O)Nc1cc(-c2cc(C)c(C)cc2C)nn1-c1ccccc1	4.5	-8.0	-0.8	-2.6	9.1	-3.0	-1.8	-9.1
43	COc1ccc(-c2nc(N/N=C(\C)c3ccc(O)cc3)c3ccccc3n2)cc1	14.9	-15.2	-24.5	-3.5	-6.2	-4.4	-8.5	8.2
44	NS(=O)(=O)c1cccc(NC(=O)c2cc(-c3cccs3)nc3ccccc23)c1	-1.7	-17.6	-1.3	2.9	8.8	-1.2	-6.1	13.0
45	O=S(=O)(Nc1cc(C(F)(F)F)ccc1N1CCOCC1)c1ccc2ccccc2c1	-1.3	-2.7	24.3	-3.4	16.6	-0.5	13.4	5.8
46	COc1ccc(CNC(=O)C2(CC3CC(c4ccccc4)=NO3)CCN(C(=O)CCCCCBr)CC2)cc1 (stereo unspecified)	11.7	-5.4	42.3	-3.4	-1.0	-1.8	-13.7	3.2
47	C=CCOC(=O)C1=C[C@H](c2ccc3c(c2)OCO3)C[C@H](OCCCCO)O1	8.7	3.2	-6.8	6.6	14.4	-4.4	2.8	-6.6
48	COc1cc(C)nc(OCCNC(=O)COc2ccc(Cl)cc2Cl)n1	19.7	0.4	8.9	7.3	10.2	-3.4	6.7	1.4
49	Cc1cc(NC(=O)CSc2ncnc3sccc23)no1	8.5	2.0	-7.1	-2.7	2.4	-1.0	-11.6	-0.3
50	O=C(NCc1cccs1)Nc1cccs1	7.7	5.0	3.1	8.9	6.3	-1.7	3.3	2.0

# (cont.)
No.	mol	APJ antagonist	ATG4B inhibitor	Gli-Sufu block	CXCR6 inh	CCR6 antagonist	APJ ag	EBI2 block	UBC13 inh
51	COC(=O)C(C(=O)OC)c1ccc(NC(=O)c2cccc(Cl)c2)cc1	-1.7	-1.3	nt	5.4	-3.2	-3.8	4.6	5.4
52	COc1cccc(C(=O)Cn2c(NCCO)nc3ccccc32)c1	22.3	-13.5	-11.0	0.6	9.5	-5.1	0.0	6.9
53	Cc1cc(C)cc(NC(=S)N=Nc2c(O)n(C)c3ccc(S(=O)(=O)N4CCOCC4)cc23)c1	-3.4	-15.2	16.3	-4.1	13.1	-0.9	-17.0	-40.9
54	COc1ccc(-c2nnnn2-c2ccccc2OC)cc1	5.5	2.5	8.0	1.8	0.1	0.0	-4.9	-21.6
55	Cc1cc(-c2nnc3n2CCCCC3)c(C)n1-c1ccccc1	-12.3	4.8	0.3	1.5	10.4	-1.9	-7.3	0.2
56	O=C(COC(=O)C1=COCCO1)Nc1ccc(OC(F)F)cc1	-19.7	-3.3	-16.6	-0.9	0.1	0.0	-1.3	-20.3
57	O=C(c1ccc(S(=O)(=O)N2CCCCCC2)cc1)N1CCN(c2ccccc2)CC1	-29.7	-5.5	-3.3	-6.0	22.6	-2.9	20.5	-4.8
58	Cc1cc(=O)oc2cc(OCC(=O)NCC3CCC(C(=O)O)CC3)ccc12 (stereo unspecified)	3.1	4.9	0.0	0.0	-7.5	-1.5	-6.7	-8.5
59	c1ccc(Cn2nnnc2C(c2cccnc2)N2CCN(C3CCCCC3)CC2)cc1 (stereo unspecified)	2.8	-0.6	3.1	-3.5	-11.4	0.0	-11.8	0.5
60	Cc1ccc(-c2cc(C(=O)N/N=C/c3ccccc3O)n[nH]2)o1	-2.1	-10.7	-15.6	-3.4	-1.1	3.2	-3.9	3.6
61	Cc1cccc(CCNS(=O)(=O)c2ccc(S(=O)(=O)NC3CCCC3)cc2)c1	-2.8	-5.9	8.1	-7.0	-5.0	-0.2	22.9	-4.5
62	NC(=O)[C@@H]1CCCN1C(=O)c1ccc2nc(Cc3ccccc3F)oc2c1	-14.5	-10.6	-8.0	1.2	-16.6	-2.8	-0.5	5.1
63	CNCCC(Oc1ccc(C(F)(F)F)cc1)c1ccccc1 (stereo unspecified)	nt	-4.5	4.8	7.1	39.2	nt	nt	49.8*
64	CC1=C(C(=O)N2CCOCC2)C(c2ccc(Br)cc2)NC(=S)N1c1ccccc1 (stereo unspecified)	1.5	-0.1	2.6	-4.6	3.0	-1.1	-2.7	1.4

# 3 compounds out of the list, arranged by formula weight, smallest number first.
No.	mol	APJ antagonist	ATG4B inhibitor	Gli-Sufu block	CXCR6 inh	CCR6 antagonist	APJ ag	EBI2 block	UBC13 inh
52	COc1cccc(C(=O)Cn2c(NCCO)nc3ccccc32)c1	22.3	-13.5	-11.0	0.6	9.5	-5.1	0.0	6.9
61	Cc1cccc(CCNS(=O)(=O)c2ccc(S(=O)(=O)NC3CCCC3)cc2)c1	-2.8	-5.9	8.1	-7.0	-5.0	-0.2	22.9	-4.5
64	CC1=C(C(=O)N2CCOCC2)C(c2ccc(Br)cc2)NC(=S)N1c1ccccc1 (stereo unspecified)	1.5	-0.1	2.6	-4.6	3.0	-1.1	-2.7	1.4
